hcGAS lum – human cGAS inhibition; Q8N884; recombinant h-cGAS, ATP depletion, Kinase-Glo luminescence; inhibition, % at 12.5 µM; 0.081% of 290,000 active; AID 1259398;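 further: 0% = vehicle reaction and 100% = reaction without DNA for no activity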
Target sequence (Q8N884 whole entry, looked up): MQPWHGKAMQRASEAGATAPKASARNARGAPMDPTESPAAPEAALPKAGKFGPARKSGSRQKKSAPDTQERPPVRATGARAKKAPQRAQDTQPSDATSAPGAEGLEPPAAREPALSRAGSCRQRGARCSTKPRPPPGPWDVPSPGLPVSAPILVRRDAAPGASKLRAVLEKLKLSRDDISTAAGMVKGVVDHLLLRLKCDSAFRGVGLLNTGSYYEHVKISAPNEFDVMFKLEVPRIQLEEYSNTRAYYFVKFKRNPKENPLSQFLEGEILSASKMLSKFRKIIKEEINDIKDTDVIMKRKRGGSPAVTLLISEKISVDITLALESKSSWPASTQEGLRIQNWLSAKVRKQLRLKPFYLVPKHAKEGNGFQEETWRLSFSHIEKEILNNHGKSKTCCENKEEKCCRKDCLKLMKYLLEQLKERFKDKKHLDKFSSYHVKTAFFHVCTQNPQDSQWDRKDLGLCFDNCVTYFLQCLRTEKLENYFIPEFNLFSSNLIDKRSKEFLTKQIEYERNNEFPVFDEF
mcGAS lum – blocks mouse cGAS activity | Q8C6L5 | recombinant cGAS, Kinase-Glo ATP depletion luminescence | inhibition, % at 12.5 µM | 0.15% of 160,000 active;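 further: 0% = negative control wells and 100% = reference inhibitor with no enzyme activity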
NPYLR7 agonist – activates Aedes aegypti NPYLR7 receptor | AID 1259423 | activation, % at 10 µM | 0.15% of 270,000 active | HEK293T NPYLR7/Galpha15, GCaMP6s calcium fluorescence; in the data active means activation above about 40%;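 further: 0% = vehicle and 100% = reference agonist at the receptor; some compounds past the cut are filed as inactive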
Starred values were filed as active, the others as inactive; & = joins results of further samples. Unless noted, no stated cut-off is given here; in the data, active means inhibition above about 40%; inactive means the rest.

`CCN(CC)C(=O)C12CCC(C)(C(=O)C1)C2(C)C` (stereo not given) gave hcGAS lum 12, mcGAS lum -1 and NPYLR7 agonist 2.
Screening CCOC(=O)c1ccc2c(c1)nc(SCc1ccccc1SC(F)(F)F)n2CCOC returned hcGAS lum -2, mcGAS lum -7 and NPYLR7 agonist 13.
`CC[C@H]1C[C@@H](NC(=O)c2ccccc2)C[C@@H](c2ccccc2OCC(N)=O)O1` gave hcGAS lum -6, mcGAS lum -10 and NPYLR7 agonist -2.
COc1ccc(C(=O)N2CCN(Cc3ccsc3)CC2)cc1 was read as hcGAS lum -6, mcGAS lum -9 and NPYLR7 agonist 1.
Screening CN1CCc2ccc(S(=O)(=O)NCc3ccc(-n4cccn4)nc3)cc21 returned hcGAS lum 3, mcGAS lum 1 and NPYLR7 agonist -2.
COc1ccccc1C1C(C(=O)OC2CCCCC2)=C(C)NC2=C1C(=O)CC(c1ccc(Cl)cc1)C2 (stereo not given) was read as hcGAS lum -5, mcGAS lum -8 and NPYLR7 agonist 3.
`COc1ccc(-c2noc(CN3CCN(c4cnccn4)CC3)n2)cc1` gave hcGAS lum -7 and NPYLR7 agonist -8.
For Cc1ccnc(N2C(=O)c3ccc(-c4nc5ccccc5c(=O)o4)cc3C2=O)c1 the results were hcGAS lum 0, mcGAS lum 1 and NPYLR7 agonist -2.
`COc1cc(C2NC(=O)NC3=C2C(=O)N(CCO)C3)cc(OC)c1OC` (stereo not given) gave hcGAS lum -6 and NPYLR7 agonist 5.
Screening CC(OC(=O)CNC(=O)c1ccccc1)C(=O)Nc1cc(Cl)cc(Cl)c1 (stereo not given) returned hcGAS lum -7 and NPYLR7 agonist 2.
`CC1CCCCC1NC(=O)CSc1nnc(Cc2cccs2)n1C` (stereo not given) gave hcGAS lum -18, mcGAS lum -3 and NPYLR7 agonist 9.
For O=C(NCc1ccccc1F)c1ccc(NC(=O)c2cccs2)cc1 the results were hcGAS lum -5 and NPYLR7 agonist 2.
For C=C(C)Cn1c(=O)c2c(nc3n(-c4cc(OC)ccc4OC)c(C)cn23)n(C)c1=O the results were hcGAS lum -3 and NPYLR7 agonist 1.
Screening CC(=O)NCc1ccc(C(=O)NC(C)c2cc3ccccc3o2)cc1 (stereo not given) returned hcGAS lum -5 and NPYLR7 agonist 9.
N#Cc1c(N)n(-c2ccc(O)cc2)c2nc3ccccc3nc12 was read as hcGAS lum -4&-6, mcGAS lum -5 and NPYLR7 agonist 9&-1.
For CCOc1cccc(/C=C/c2ncc(C(=O)NC)s2)c1 the results were hcGAS lum -7 and NPYLR7 agonist 5.
`O=S(=O)(NCc1ccccc1)Nc1ccccc1N1CCOCC1` gave hcGAS lum -2 and NPYLR7 agonist 1.
Screening COc1ccccc1-n1c(Cc2ccccc2)nnc1SCc1nc(C(=O)N2CC3(C)CC2CC(C)(C)C3)cs1 (stereo not given) returned hcGAS lum -12, mcGAS lum -5 and NPYLR7 agonist -5.
`Cc1cc(OCc2nnc3n2-c2ccccc2SC3)ccc1Cl` gave hcGAS lum -6, mcGAS lum -8 and NPYLR7 agonist -5.
For FC(F)(F)C1=NCCN=C(c2ccc(Br)cc2)C1 the results were hcGAS lum -4 and NPYLR7 agonist 17.
For O=C(Nc1nnc(COc2ccccc2F)s1)C(F)(F)F the results were hcGAS lum -8, mcGAS lum -2 and NPYLR7 agonist -10.
For O=C1N(Cc2cccnc2)CCCC12CCN(Cc1ccc(Cl)s1)C2 (stereo not given) the results were hcGAS lum -5 and NPYLR7 agonist 3.
CCOC(=O)c1ccccc1NC(=O)CN1CCC(Cn2cnc3ccccc32)CC1 was read as hcGAS lum 0 and NPYLR7 agonist -1.
Screening O=C(Nc1ccon1)c1cn(Cc2ccccc2)nc1OCc1ccccc1 returned hcGAS lum -6, mcGAS lum -8 and NPYLR7 agonist 17.
Screening CCC1CCC(C(=O)NCC(=O)N2CCCC3(CCNC3)C2)CC1 (stereo not given) returned hcGAS lum 3 and NPYLR7 agonist -1.
Screening OC(COCC1COc2ccccc2O1)CN1CCN(c2ccccc2)CC1 (stereo not given) returned hcGAS lum -4, mcGAS lum -5 and NPYLR7 agonist 1.
Screening Fc1ccc(-c2nc(-c3cccnc3)no2)cc1 returned hcGAS lum -11, mcGAS lum -5 and NPYLR7 agonist -10.
Screening CC(=O)c1ccc(OCC(=O)N2C[C@H]3CC=C(C)C[C@H]3C2)cc1 returned hcGAS lum -5, mcGAS lum -9 and NPYLR7 agonist -2.
Cc1cnc(C(=O)NC2CC(=O)N(CCCc3ccccc3)C2)cn1 (stereo not given) was read as hcGAS lum -11, mcGAS lum -12 and NPYLR7 agonist 17.
Screening O=C(Cc1ccccc1O)N1CCCC(Nc2ccc(F)c(F)c2)C1 (stereo not given) returned hcGAS lum -2 and NPYLR7 agonist 4.
Screening O=C(CCl)N1CCN(c2cccc(Cl)c2)CC1 returned hcGAS lum -10, mcGAS lum 70* and NPYLR7 agonist 0.
For Nc1ccc2c(Cl)cc(Cl)cc2n1 the results were hcGAS lum -4 and NPYLR7 agonist 0.
For C#CCOCC(O)CN(Cc1ccc(F)cc1)Cc1cccc(OC)c1 (stereo not given) the results were hcGAS lum -4, mcGAS lum -5 and NPYLR7 agonist 12.
`CCOC(=O)c1cc2cc3ccccc3cc2oc1=O` gave hcGAS lum -1 and NPYLR7 agonist 9.
Fc1ccc(-c2cc3ncnc(NCc4ccc5c(c4)OCO5)c3s2)cc1 was read as hcGAS lum -5 and NPYLR7 agonist 2.
CCNC(=O)N1CCC([C@H]2[C@@H](OC)C(=O)N2C(C)C)CC1 was read as hcGAS lum -11 and mcGAS lum -6.
`COc1ccc(CCN(C)C(=O)c2cc(-c3ccccc3Cl)nc3cc(C(C)(C)C)nn23)cc1OC` gave hcGAS lum -5, mcGAS lum -3 and NPYLR7 agonist 11.
CCC(=O)Nc1ccc(C(=O)NCCNS(=O)(=O)c2ccc(Cl)c(Cl)c2)cc1 was read as hcGAS lum -2 and NPYLR7 agonist -7.
Screening COc1cc(OC)cc(-c2nn(-c3cc(C)ccc3C)c(OC(C)=O)c2-c2ccc(NC(=O)c3cccc(Cl)c3)cc2)c1 returned hcGAS lum -1, mcGAS lum 0 and NPYLR7 agonist -7.
`COC(=O)c1ccc2c(c1)C1CC(C)(O2)N(c2ccccc2)C(=O)N1` (stereo not given) gave hcGAS lum -9, mcGAS lum -7 and NPYLR7 agonist -1.

Some of these compounds in order of molar mass, highest first:
Screening COc1cc(OC)cc(-c2nn(-c3cc(C)ccc3C)c(OC(C)=O)c2-c2ccc(NC(=O)c3cccc(Cl)c3)cc2)c1 returned hcGAS lum -1, mcGAS lum 0 and NPYLR7 agonist -7.
`COc1ccc(CCN(C)C(=O)c2cc(-c3ccccc3Cl)nc3cc(C(C)(C)C)nn23)cc1OC` gave hcGAS lum -5, mcGAS lum -3 and NPYLR7 agonist 11.
CCNC(=O)N1CCC([C@H]2[C@@H](OC)C(=O)N2C(C)C)CC1 was read as hcGAS lum -11 and mcGAS lum -6.

Back to the main list; the 3 compounds before the break are reprinted first.
CCC(=O)Nc1ccc(C(=O)NCCNS(=O)(=O)c2ccc(Cl)c(Cl)c2)cc1 was read as hcGAS lum -2 and NPYLR7 agonist -7.
Screening COc1cc(OC)cc(-c2nn(-c3cc(C)ccc3C)c(OC(C)=O)c2-c2ccc(NC(=O)c3cccc(Cl)c3)cc2)c1 returned hcGAS lum -1, mcGAS lum 0 and NPYLR7 agonist -7.
`COC(=O)c1ccc2c(c1)C1CC(C)(O2)N(c2ccccc2)C(=O)N1` (stereo not given) gave hcGAS lum -9, mcGAS lum -7 and NPYLR7 agonist -1.
O=C(O)c1cc2c(F)ccc(Br)c2[nH]1 was read as hcGAS lum -2 and NPYLR7 agonist 9.
For COc1cc(C(=O)N2CCOC(COc3ccc(C)cc3)C2)cc(Cl)n1 (stereo not given) the results were hcGAS lum 1, mcGAS lum 3 and NPYLR7 agonist 2.
`C=CCn1cc(CN2CCC(Oc3ncccn3)CC2)c(C)n1` gave hcGAS lum -8, mcGAS lum -11 and NPYLR7 agonist 11.
COc1ccccc1C(=O)Nc1nnc(SCc2ccc(C(C)C)cc2)s1 was read as hcGAS lum -5, mcGAS lum -5 and NPYLR7 agonist 5.
O=C(c1ccc(-n2cncn2)cc1)N1CCN(S(=O)(=O)c2cc(Cl)ccc2Cl)CC1 was read as hcGAS lum -4 and NPYLR7 agonist 30.
`CC(C)C(=O)Nc1ccc2oc(-c3ccncc3)nc2c1` gave hcGAS lum -8, mcGAS lum -9 and NPYLR7 agonist 21.
`COc1ccc(-n2c(SCC(=O)NCC3CCCO3)nc3c(c2=O)SC(C)C3)cc1` (stereo not given) gave hcGAS lum -6 and NPYLR7 agonist 2.
Screening Cc1ccccc1Nc1nc(NCCCO)nc2c1cnn2-c1ccccc1 returned hcGAS lum -1, mcGAS lum 0 and NPYLR7 agonist -1.
For C=CCC(NC(=O)c1ccc(OC(F)F)c(OC)c1)c1ccncc1 (stereo not given) the results were hcGAS lum -7 and NPYLR7 agonist 14.
Screening Cc1ccsc1CNn1nnnc1N returned hcGAS lum -1 and NPYLR7 agonist -13.
Screening CNC(=O)c1cc2c(s1)CCN(Cc1cc3n(n1)CCNC3)C2 returned hcGAS lum -2 and NPYLR7 agonist 21.
O=C(CSc1ncnc2c1oc1ccccc12)N1CCCc2ccccc21 was read as hcGAS lum -1, mcGAS lum -1 and NPYLR7 agonist -7.
CCN(CC)C(=O)Oc1ccc2c(ccn2Cc2ccccc2Cl)c1NC(=O)C(Cl)(Cl)Cl was read as hcGAS lum 25, mcGAS lum -4 and NPYLR7 agonist 0.
Screening Cc1noc(-c2cccc(F)c2)c1C(=O)NCc1ccccn1 returned hcGAS lum -6, mcGAS lum -9 and NPYLR7 agonist 6.
For C=CCO[C@@H]1CCN2C(=O)CNC(=O)[C@@H]2C1 the results were hcGAS lum -4, mcGAS lum -7 and NPYLR7 agonist -8.
Screening CC(C)(C)CNC(=O)CN1Cc2ccc(Nc3cccc(F)c3)nc2C1=O returned hcGAS lum -11 and NPYLR7 agonist 6.
Screening COCCCN(CC(=O)N(CCc1ccccc1)Cc1ccc(C)o1)C(=O)Nc1ccccc1 returned hcGAS lum -4, mcGAS lum -4 and NPYLR7 agonist -13.
`Cc1cc(=O)n2nc(NCc3cc(-c4ccccc4)no3)sc2n1` gave hcGAS lum -12, mcGAS lum -8 and NPYLR7 agonist 10.
Cc1ccc(C(NC(=O)C2CCN(Cc3cccc(Cl)c3)CC2)c2ccccn2)cc1 (stereo not given) was read as hcGAS lum -1, mcGAS lum -2 and NPYLR7 agonist -7.
Screening COc1cc(Cl)cc(CN2CCCC(CO)(Cc3ccccc3)C2)c1OC (stereo not given) returned hcGAS lum -8&-2 and NPYLR7 agonist 18.
`CN1CCC2(CC1)Oc1ccccc1C1CC(c3ccc4c(c3)OCCO4)=NN12` (stereo not given) gave hcGAS lum -8 and NPYLR7 agonist 3.
`Cc1cc(C)c(C)c(OCc2nc(C(=O)Nc3ccc(F)cc3)cs2)c1` gave hcGAS lum -6, mcGAS lum -6 and NPYLR7 agonist -3.
Screening CC(C)COc1nc(-c2ccc3c(c2)OCO3)n(-c2ccc(NC(=O)CSc3ccccc3)cc2)n1 returned hcGAS lum -3, mcGAS lum -8 and NPYLR7 agonist 18.
`O=C(c1ccc(-n2ccc(-c3cccnc3)n2)cc1)C1CC1` gave hcGAS lum -4, mcGAS lum -11 and NPYLR7 agonist 19.
For CCc1cc(N2CCN(c3ccc(OC)cc3)CC2)nc(SCc2ccc(C(=O)NCCc3ccccn3)o2)n1 the results were hcGAS lum 7, mcGAS lum 0 and NPYLR7 agonist -7.
`CCOCCCn1c(SCc2ccc(OC(C)=O)cc2)nc2cc(S(=O)(=O)N3CCOCC3)ccc21` gave hcGAS lum -7, mcGAS lum -4 and NPYLR7 agonist 16.
`CCOC(=O)c1cn[nH]c1S(=O)(=O)Nc1ccccc1OC` gave hcGAS lum 0, mcGAS lum 1 and NPYLR7 agonist -2.
`O=C(COc1ccc(Cl)cc1Cl)N=Nc1c(O)[nH]c2ccc(F)cc12` gave hcGAS lum 5, mcGAS lum 3 and NPYLR7 agonist -3.
For CCOC(=O)c1ccccc1NC(=O)CSc1ccc2nc(-c3ccc(OC)cc3)cn2n1 the results were hcGAS lum -11 and NPYLR7 agonist 5.
For COc1cc2nc(NC(=O)c3ccccc3[N+](=O)[O-])sc2cc1OC the results were hcGAS lum 2 and NPYLR7 agonist -6.
`CC(C)Cc1nnc2sc(C3CCCCN3C(=O)c3ccccc3)nn12` (stereo not given) gave hcGAS lum -4 and mcGAS lum -18.
`C#CCn1c(O)c(N=NC(=O)CNC(=O)c2ccccc2F)c2ccccc21` gave hcGAS lum -1, mcGAS lum -6 and NPYLR7 agonist -5.
Screening CC(C)CNC(=O)c1ccc2c(=O)n(Cc3ccccc3)c3nn(Cc4ccccc4)c(=O)n3c2c1 returned hcGAS lum -3 and mcGAS lum -6.
For CCOc1ccc(NC(=O)NC/C=C(\C)CCC=C(C)C)cc1 the results were hcGAS lum -5, mcGAS lum -5 and NPYLR7 agonist -2.
For O=C(Nc1cccc(Oc2ccccc2)c1)c1cccnc1Nc1cccc(C(F)(F)F)c1 the results were hcGAS lum -4, mcGAS lum -4 and NPYLR7 agonist 0.
`COC1CCN(C(=O)c2cc(Cc3n[nH]c(=O)c4ccccc34)ccc2F)CC1` gave hcGAS lum -5, mcGAS lum -11 and NPYLR7 agonist 8.
`CCC(Sc1ncc(S(=O)(=O)c2ccc(C)cc2)c(=O)[nH]1)C(=O)Nc1ccc(C(C)C)cc1` (stereo not given) gave hcGAS lum -5, mcGAS lum -1 and NPYLR7 agonist 4.
For C=CCn1c(SCc2nc(C(=O)OCC)cs2)nnc1-c1ccc(F)cc1 the results were hcGAS lum -5 and mcGAS lum -5.
CC(C)c1nnc(CS(=O)c2ccc3ccccc3c2)o1 (stereo not given) was read as hcGAS lum -1 and NPYLR7 agonist 3.
